# Source: PubChem BioAssay (several laboratories)
# bovine MsrA act – activates bovine MsrA enzyme | purified bovine MsrA, absorbance read-out | activation, % at 10.6 µM | actives 0.3% (n = 360,000); in the data active = activation above about 7.5%;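 note: 0% = vehicle and 100% = reference activator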
# MT1-MMP act inh – blocks activation of human MT1-MMP; P50281; HT1080 RFP-PRO-GFP cells, GFP/RFP ratio fluorescence, overnight; percent of plate control window, DMSO zero; GFP/RFP ratio change, % at 20 µM; actives 0.061% (n = 360,000); AID 651647;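 active = GFP/RFP ratio change of at least 30% with cell ATP level not reduced by more than half and red fluorescence within 50% of control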; note: strong numbers were not always called active
#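 system = RFP-PRO-GFP reporter HT1080 cells | dosing = 20 µM single dose, 1% DMSO | timing = overnight cell settling, then overnight compound exposure, 37 °C, 5% CO2 | read-out basis = GFP/RFP fluorescence ratio | controls = DMSO and RFP-L50D-GFP cell wells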
# SKN-1 inh – inhibitors of C. elegans SKN-1; C. elegans VP596 Pgst-4::GFP/RFP ratio, acrylamide-induced, 24 h; actives 0.49% (n = 360,000); inhibition, % at 21.8 µM;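 active = interference check ratio from 0.5 to 1.5 plus GFP to RFP signal ratio inhibition reaching or exceeding a fixed threshold, cut at about 30% in these data, passing the limit was not always enough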; note: some compounds called inactive have numbers as strong as hits
# NRP1-CendR mod – alters CendR peptide binding to human NRP-1; O14786; FAM-RPARPAR peptide binding to NRP-1, fluorescence polarization; AID 602438; inhibition, % at 25 µM; actives 0.85% (n = 360,000);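 active = inhibition or corrected inhibition above about 18%, plus a signal ratio from 0.5 to 1.5, limit read from the data, passing the limit was not always enough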; note: strong numbers were not always called active
# MsrA inh – bovine MsrA inhibition | purified bovine MsrA, absorbance read-out | inhibition, % at 15.5 µM | actives 0.75% (n = 360,000); in the data active = inhibition above about 4.5%;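 note: 0% = vehicle wells with enzyme and 100% = reference inhibitor wells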
# Rin1-Abl PPI inh – blocks binding of human Rin1 to Abl | TR-FRET Rin1/Abl binding, biochemical | actives 0.4% (n = 360,000) | AID 588664 | inhibition, % at 7.35 µM | P00519+Q13671; in the data active = inhibition above about 5%, passing the limit was not always enough
# eLon inh – inhibitors of E. coli Lon protease; inhibition, % at 7.94 µM; purified E. coli Lon protease, fluorescence polarization; actives 0.42% (n = 360,000); P0A9M0; in the data active = inhibition above about 13%, passing the limit was not always enough;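 note: 0% = enzyme with probe and DMSO and 100% = no enzyme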
# FAS TE block – inhibitors of human fatty acid synthase thioesterase domain; P49327; recombinant FAS-TE, OMFH fluorogenic substrate, fluorescence endpoint; AID 602261; inhibition, % at 15 µM; actives 0.67% (n = 360,000);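 active = compounds whose normalised, plate-corrected inhibition of enzyme fluorescence in the single-dose primary screen is 50% or more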;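 note: 0% = DMSO with enzyme and 100% = substrate without enzyme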
# Neddyl block – cullin neddylation inhibition; P61081+Q13564; TR-FRET cullin neddylation, biochemical; calls only at 25 µM; actives 0.58% (n = 360,000); AID 651699; in the data active = inhibition above about 36%
# Target sequence (P61081 whole entry, looked up): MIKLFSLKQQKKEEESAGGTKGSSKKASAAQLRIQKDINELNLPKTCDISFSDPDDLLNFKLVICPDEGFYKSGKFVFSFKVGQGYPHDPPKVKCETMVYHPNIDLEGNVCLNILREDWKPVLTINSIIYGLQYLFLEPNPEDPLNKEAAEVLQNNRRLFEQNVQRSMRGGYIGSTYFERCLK
# Target sequence (Q13564 whole entry, looked up): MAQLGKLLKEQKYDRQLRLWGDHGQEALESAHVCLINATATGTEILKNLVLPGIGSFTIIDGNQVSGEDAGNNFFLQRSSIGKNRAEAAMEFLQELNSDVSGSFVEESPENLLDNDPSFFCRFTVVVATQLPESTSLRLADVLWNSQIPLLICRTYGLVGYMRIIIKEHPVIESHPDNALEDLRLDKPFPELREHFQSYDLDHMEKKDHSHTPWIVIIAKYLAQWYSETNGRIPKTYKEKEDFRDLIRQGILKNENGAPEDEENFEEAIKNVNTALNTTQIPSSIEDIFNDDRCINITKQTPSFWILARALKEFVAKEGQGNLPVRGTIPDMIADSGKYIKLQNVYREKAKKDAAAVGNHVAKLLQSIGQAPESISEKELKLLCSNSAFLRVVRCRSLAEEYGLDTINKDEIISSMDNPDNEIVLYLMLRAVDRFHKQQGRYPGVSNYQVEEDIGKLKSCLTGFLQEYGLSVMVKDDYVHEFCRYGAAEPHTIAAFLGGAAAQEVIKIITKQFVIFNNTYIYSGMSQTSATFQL
# * marks the source's active call; other numbers are inactive results; i = inactive; . = no result given. This is a random part of the collection (roughly 4.2% active in at least one column).
nr	smiles	bovine MsrA act	MT1-MMP act inh	SKN-1 inh	NRP1-CendR mod	MsrA inh
1	O=C(NCC1COc2ccccc2O1)C1CCCN(S(=O)(=O)c2cccc3cccnc23)C1 (centres undefined)	-8	.	13	-14	0.4
2	O=C1C(=O)N(CNc2ccccn2)c2ccccc21	-9	0	-10	2	-1.5
3	CC(=O)c1ccc(N2CCN(C(=O)CCS(=O)(=O)c3ccc4c(c3)CCN4C(C)=O)CC2)cc1	-2	1	-13	6	2.8
4	CCCn1nnc(NC(=O)COc2ccc(C3CCCCC3)cc2)n1	-10	-3	-10	-10	-1.1
5	Clc1ccc(-c2nnc(CNC3CC3)o2)cc1	0	1	14	4	0.2
6	CCOC(=O)C1(CCOC)CCN(C(=O)c2ccccc2-c2cccc(C)c2)CC1	1	-2	4	-6	1.3
7	O=C(c1csc2c1CCCC2)N1CCCCC1	-1	1	5	15	0.1
8	Cc1nc(-c2ccc(S(=O)(=O)Nc3ccc(S(N)(=O)=O)cc3)cc2)co1	-10	2	-3	-13	-1.3
9	Cc1cc(NC(=O)/C=C/c2cccc(Cl)c2)n(-c2nc3ccccc3[nH]2)n1	-11	0	9	1	-0.3
10	Cc1ccc(C(=O)NCC(=O)OCC(=O)c2ccc3c(c2)OCCO3)cc1C	-1	0	9	-5	1.5
11	CNC(=O)CC(=O)Nc1ccccc1C(=O)O	-1	0	5	14	-0.3
12	CC(C)(C)C1CCC(C(=O)Nc2ccccc2N2CCOCC2)CC1 (centres undefined)	-2	-5	-4	6	0.3
13	N#CC(C(=O)Nc1ccc(Cl)cc1)=C1Nc2ccccc2N1	-3	2	22	-2	0.2
14	COCCn1nnnc1C(c1ccccc1)N1CCN(c2ccccc2)CC1 (centres undefined)	-2	0	15	2	-0.5
15	N#CCC(=O)Nc1sc2c(c1C(N)=O)CCCC2	0	-8	-6	-20	0.8

nr	Rin1-Abl PPI inh	eLon inh	FAS TE block	Neddyl block
1	2	-3	9	i
2	-3	-5	-6	i
3	-3	0	-4	i
4	4	1	15	i
5	-5	6	-5	i
6	1	-7	0	i
7	-3	3	-5	i
8	-7	-5	-6	i
9	0	-2	3	i
10	1	7	3	i
11	-4	10	-3	i
12	2	0	19	i
13	0	-2	1	i
14	-1	13	2	i
15	-3	-8	2	i

# Ten compounds from above, ordered by molecular weight, falling:
nr	smiles	bovine MsrA act	MT1-MMP act inh	SKN-1 inh	NRP1-CendR mod	MsrA inh
1	O=C(NCC1COc2ccccc2O1)C1CCCN(S(=O)(=O)c2cccc3cccnc23)C1 (centres undefined)	-8	.	13	-14	0.4
6	CCOC(=O)C1(CCOC)CCN(C(=O)c2ccccc2-c2cccc(C)c2)CC1	1	-2	4	-6	1.3
8	Cc1nc(-c2ccc(S(=O)(=O)Nc3ccc(S(N)(=O)=O)cc3)cc2)co1	-10	2	-3	-13	-1.3
14	COCCn1nnnc1C(c1ccccc1)N1CCN(c2ccccc2)CC1 (centres undefined)	-2	0	15	2	-0.5
4	CCCn1nnc(NC(=O)COc2ccc(C3CCCCC3)cc2)n1	-10	-3	-10	-10	-1.1
13	N#CC(C(=O)Nc1ccc(Cl)cc1)=C1Nc2ccccc2N1	-3	2	22	-2	0.2
15	N#CCC(=O)Nc1sc2c(c1C(N)=O)CCCC2	0	-8	-6	-20	0.8
5	Clc1ccc(-c2nnc(CNC3CC3)o2)cc1	0	1	14	4	0.2
7	O=C(c1csc2c1CCCC2)N1CCCCC1	-1	1	5	15	0.1
11	CNC(=O)CC(=O)Nc1ccccc1C(=O)O	-1	0	5	14	-0.3

nr	Rin1-Abl PPI inh	eLon inh	FAS TE block	Neddyl block
1	2	-3	9	i
6	1	-7	0	i
8	-7	-5	-6	i
14	-1	13	2	i
4	4	1	15	i
13	0	-2	1	i
15	-3	-8	2	i
5	-5	6	-5	i
7	-3	3	-5	i
11	-4	10	-3	i

# Continuation:
nr	smiles	bovine MsrA act	MT1-MMP act inh	SKN-1 inh	NRP1-CendR mod	MsrA inh
16	Cc1cccc(/C=N/NC(=O)Cc2cccs2)c1	-3	0	10	7	-0.4
17	CCOCCCNC(=O)Cn1cnc2c(cnn2-c2ccc(OC)cc2)c1=O	-1	1	-7	4	0.1
18	CCC(=O)N(CCC1(c2ccccc2OC)CCOC(C(C)C)C1)Cc1ccco1 (centres undefined)	-3	-5	-8	-6	0.9
19	CC1=CC2=NC(=O)CC(C)(C(=O)N(CC(=O)NC3CCCC3)c3ccccc3F)N2C=C1 (centres undefined)	0	0	-8	0	1.4
20	C[C@]12c3[nH]c4ccccc4c3CCN1C(=O)C(CC(=O)NCCCn1ccnc1)C[C@@H]2C(=O)N1CCOCC1 (some centres undefined)	2	-1	1	7	0.8
21	NC(=O)C1CCN(C(=O)C2CCC(=O)N(CC3CCCCC3)C2)CC1 (centres undefined)	-1	0	3	18*	0.1
22	COc1c2c(c(OC)c3ccccc13)[C@@]1(OC2)O[C@H](CCO)C[C@H](O)[C@H]1O	-2	3	6	-10	0.8
23	Cc1cc2cc(CCNS(C)(=O)=O)c(=O)[nH]c2cc1C	-5	4	-5	-1	1.6
24	O=C(Cc1c(F)cccc1Cl)Nc1ccc(S(=O)(=O)NCC2CCCO2)cc1 (centres undefined)	-3	0	16	-30	2.0
25	COCCSc1nnc(NC(=O)CS(=O)(=O)c2ccc(C)cc2)s1	-3	2	8	1	-0.1
26	COc1ccc(C(=O)CSc2nnc(-c3ccco3)c(-c3ccco3)n2)cc1	-9	3	4	-16	0.6
27	O=c1c2nnn(Cc3ccccc3)c2ncn1C/C=C/c1ccccc1	1	1	15	4	3.6
28	O=c1[nH]c(=O)c2nnc(N/N=C/c3ccccc3F)nc2[nH]1	-2	0	3	-7	1.2
29	CCOc1ccc(N(C(=O)c2cnccn2)C(C(=O)NC2CCCCC2)c2ccc(O)cc2)cc1 (centres undefined)	-1	-5	4	12	-1.1
30	CCc1ccc(C(C)NC(=O)c2ccncc2)cc1 (centres undefined)	-2	-1	-5	1	0.6

nr	Rin1-Abl PPI inh	eLon inh	FAS TE block	Neddyl block
16	3	5	-2	i
17	0	-3	-5	i
18	2	5	18	i
19	2	2	-4	.
20	-3	-1	-6	i
21	1	3	-1	i
22	-1	-2	-6	i
23	0	0	-5	i
24	2	6	-1	i
25	0	-6	-7	i
26	4	1	1	i
27	1	8	-84	i
28	-4	20	-8	i
29	-1	2	-2	i
30	0	7	-4	i

# (next part)
nr	smiles	bovine MsrA act	MT1-MMP act inh	SKN-1 inh	NRP1-CendR mod	MsrA inh
31	O=C(COc1ccc2c3c(c(=O)oc2c1)CCCC3)N1CCN(c2ccc(F)cc2)CC1	-3	4	11	6	-0.9
32	Cc1cccc(C)c1NC(=O)C(c1cccc2ccccc12)n1c(=O)c(-c2cc3ccccc3[nH]2)nc2ccccc21 (centres undefined)	.	0	3	-9	0.5
33	O=S(=O)(Nc1ccc(N2CCOCC2)cc1)c1cc(Cl)ccc1Cl	-11	.	10	-6	-0.8
34	CCOC(=O)C1CCN(S(=O)(=O)CCNC(=O)c2cccc(OC)c2)CC1	-3	-1	-8	-7	0.5
35	COc1ccc(C(=O)NCCS(=O)(=O)NC(C)c2ccccc2)cc1 (centres undefined)	0	-2	10	-3	0.1
36	COc1ccccc1NC(=O)NC1(C(=O)N2CCCCC2)CCCCC1	0	-1	7	2	-1.1
37	Nc1nonc1C(=Nc1ccccc1)NO	-2	-6	5	-6	0.7
38	O=C(COC(=O)c1ccccc1Br)NCCN1C(=O)CSC1=O	-7	4	11	-2	-1.0
39	COc1ccc(NC(=O)c2ccc(COc3ccccc3)o2)cc1	-8	2	6	9	1.5
40	CCOc1cccc(C(=O)N(Cc2cccc(F)c2)C2CCS(=O)(=O)C2)c1 (centres undefined)	5	-1	-11	17	-0.9
41	Cc1ccc(S(=O)(=O)N2CCN(C(=O)C3Cc4ccccc4CN3C(=O)c3ccco3)CC2)cc1 (centres undefined)	-4	-2	28	3	-0.3
42	O=C(COc1ccc([N+](=O)[O-])cc1)Nc1ccc2c(c1)CCC2	-1	7	26	-1	1.7
43	COc1cccc(NC(=O)COC(=O)COc2cccc3c2OC(C)(C)C3)c1	-2	0	3	16	0.9
44	CCO[C@@H]1OC(C(=O)NCc2ccccc2)=C[C@H](C)[C@H]1CCCO	-3	0	0	26*	-1.1
45	Cc1c(C(=O)OC(C)C)[nH]c2c1C(=O)CCC2	-10	0	0	4	-1.5

nr	Rin1-Abl PPI inh	eLon inh	FAS TE block	Neddyl block
31	3	-3	37	i
32	.	.	.	.
33	6	1	2	i
34	3	-3	-3	i
35	1	-6	-4	i
36	1	1	-6	i
37	-1	-1	-7	i
38	0	3	-3	i
39	-1	-7	6	i
40	-1	-5	-4	i
41	2	-3	2	i
42	0	-6	58*	i
43	-4	2	-6	i
44	1	-4	-10	i
45	3	-4	-4	i

# Going on with the list.
nr	smiles	bovine MsrA act	MT1-MMP act inh	SKN-1 inh	NRP1-CendR mod	MsrA inh
46	O=C(COc1ccc(-c2nnco2)cc1)Nc1ccc(C(F)(F)F)cc1	-2	8	19	1	-0.3
47	COc1ccc(OC)c(NC(=O)Cn2cc(C=O)c3ccccc32)c1	-4	0	-9	-8	0.2
48	CC(C)OP(=O)(OC(C)C)C(Nc1ccc(C(=O)O)cc1)c1ccccc1 (centres undefined)	-4	-6	0	10	0.9
49	CC(=O)c1ccc(N2CCN(c3ccc(S(=O)(=O)NCCCN(C)C)cc3[N+](=O)[O-])CC2)cc1	-2	4	14	-5	1.9
50	CCN(CC)c1cc(NCCO)c([N+](=O)[O-])c2nonc12	-2	0	12	3	2.6
51	Cc1ccc(C(=O)Nc2ccc(N3CCOCC3)c3nonc23)cc1[N+](=O)[O-]	-8	4	4	13	-0.5
52	O=C(CCCCCN1C(=O)c2cccc3cccc(c23)C1=O)NCCCO	-3	-3	-3	1	1.2
53	Cc1cc(NS(=O)(=O)c2ccc(NC(=O)CCSc3ccc(F)cc3)cc2)nc(C)n1	-1	-10	2	11	-0.8
54	c1nc(NCCN2CCOCC2)c2sc3nc(N4CCOCC4)c4c(c3c2n1)CCC4	-4	4	8	-9	0.5
55	Cc1noc(C)c1S(=O)(=O)N(C)C[C@H]1Oc2c(NC(=O)NC3CCCCC3)cccc2C(=O)N([C@H](C)CO)C[C@@H]1C	-2	0	-1	3	-0.7
56	Cc1cc(C)n(-c2ccc(C(=O)NCC(c3ccco3)N3CCCC3)cc2)n1 (centres undefined)	-1	-3	10	-1	0.8
57	O=C(NCCc1ccc(Cl)cc1Cl)c1ccc2nc[nH]c2c1	0	0	26	-1	0.6
58	CCN1C(=O)[C@H]2[C@@H](c3ccc(OC)cc3)N[C@]3(CCCN(Cc4ccc(C)cc4)C3=O)[C@H]2C1=O	-6	26	-1	-2	0.3
59	Cc1ccc(S(=O)(=O)n2cc(CO)c3ccccc32)cc1	1	-1	9	0	-0.3
60	COc1ccc(CC(=O)NNC(=O)c2ccccc2)cc1OC	-9	7	-2	2	-1.1

nr	Rin1-Abl PPI inh	eLon inh	FAS TE block	Neddyl block
46	0	-5	5	i
47	1	-8	10	i
48	1	-3	-5	i
49	-10	-8	-23	i
50	-2	-8	3	i
51	1	10	-1	i
52	-6	-6	-6	i
53	-4	-7	-6	i
54	0	-9	-6	i
55	5	-3	-2	i
56	2	13	-9	i
57	1	-3	-2	i
58	2	0	-6	i
59	1	-1	6	i
60	-1	2	-6	i
